PREPL inh = inhibitors of human prolyl oligopeptidase-like enzyme PREPL; Q4J6C6; recombinant PREPL, fluorescence polarization activity-based probe; inhibition, % at 5.96 µM; AID 2751; 320,000 compounds, 0.68% hits; in the data active = inhibition above about 43%;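 note: 0% = enzyme with DMSO and 100% = wells lacking enzyme; many of its hits are not listed in these tables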
Target sequence (Q4J6C6 whole entry, looked up): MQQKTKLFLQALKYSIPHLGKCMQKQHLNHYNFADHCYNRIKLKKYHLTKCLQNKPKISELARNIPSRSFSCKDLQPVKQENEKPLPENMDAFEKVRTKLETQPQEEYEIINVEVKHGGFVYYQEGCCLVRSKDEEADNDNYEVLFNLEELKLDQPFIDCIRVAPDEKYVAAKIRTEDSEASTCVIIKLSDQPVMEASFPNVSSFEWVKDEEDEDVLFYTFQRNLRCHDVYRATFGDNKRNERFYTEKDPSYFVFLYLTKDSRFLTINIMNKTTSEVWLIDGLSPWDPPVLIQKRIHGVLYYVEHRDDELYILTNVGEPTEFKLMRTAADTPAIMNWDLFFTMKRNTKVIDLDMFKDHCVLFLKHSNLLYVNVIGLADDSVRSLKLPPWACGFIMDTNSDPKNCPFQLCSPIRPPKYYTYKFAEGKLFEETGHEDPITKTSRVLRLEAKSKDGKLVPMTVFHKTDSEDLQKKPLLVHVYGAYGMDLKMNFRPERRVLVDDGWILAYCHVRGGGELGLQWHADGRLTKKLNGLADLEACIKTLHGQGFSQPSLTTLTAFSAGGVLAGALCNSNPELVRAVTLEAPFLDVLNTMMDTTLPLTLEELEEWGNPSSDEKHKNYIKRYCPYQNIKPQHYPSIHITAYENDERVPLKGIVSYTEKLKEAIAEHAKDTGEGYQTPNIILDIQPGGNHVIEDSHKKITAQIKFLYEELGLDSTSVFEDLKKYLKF
EBNA-1 inhibitor = blocks EBNA-1 binding to DNA; inhibition, % at 14.8 µM; EBNA-1 DNA binding, fluorescence polarization; 300,000 compounds, 0.34% hits; in the data active = inhibition above about 28%
PP5 primary = blocks human protein phosphatase 5 activity. P53041. purified PP5c, OMFP substrate fluorescence. inhibition, % at 6.7 µM. 320,000 compounds, 0.18% hits. AID 1987;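 active = inhibition above the campaign's mean inhibition across all tested compounds plus 3 SD, cut at about 9.5% in these data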;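 note: 0% = DMSO only and 100% = 100 µM cantharidin control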
CTSL1 counter = cathepsin L1 inhibition, PFM18AAP counter-screen; 300,000 compounds, 0.49% hits; recombinant F. hepatica cathepsin L1, Z-Leu-Arg-MCA fluorescence; inhibition, % at 5.96 µM; AID 1906;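 active = inhibition above the mean of all tested compounds plus 3 SD, set per screening campaign, cut at about 17% in these data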;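 note: 0% = plate median of test compound wells and 100% = 1 µM Z-Phe-Ala-diazomethylketone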
TPT1 inhibitor = C. albicans TPT1 enzyme inhibition | recombinant caTPT1, FP RNA substrate dephosphorylation | 300,000 compounds, 0.81% hits | inhibition, % at 5 µM;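 active = inhibition above the mean of all tested compounds plus 3 SD, set per screening campaign, cut at about 24% in these data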;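 note: plate controls were DMSO alone for no effect and ferristatin control at 100 nM for full effect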
ZTA DNA inh = counter-screen for EBNA-1 inhibitors: inhibitors of Epstein-Barr virus ZTA. P03206. ZTA-DNA binding, fluorescence polarization. inhibition, % at 11 µM. 320,000 compounds, 0.15% hits. AID 2234; in the data active = inhibition above about 33%
PP1 inh = counter-screen for PP5 inhibitors: inhibitors of human PP1-alpha | AID 2235 | 320,000 compounds, 0.9% hits | P62136 | purified PP1alpha, OMFP fluorescence | inhibition, % at 6.7 µM;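 active = inhibition above the mean inhibition of all tested compounds plus 3 SD, computed separately for each screening campaign, cut at about 15% in these data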
Target sequence (P62136 whole entry, looked up): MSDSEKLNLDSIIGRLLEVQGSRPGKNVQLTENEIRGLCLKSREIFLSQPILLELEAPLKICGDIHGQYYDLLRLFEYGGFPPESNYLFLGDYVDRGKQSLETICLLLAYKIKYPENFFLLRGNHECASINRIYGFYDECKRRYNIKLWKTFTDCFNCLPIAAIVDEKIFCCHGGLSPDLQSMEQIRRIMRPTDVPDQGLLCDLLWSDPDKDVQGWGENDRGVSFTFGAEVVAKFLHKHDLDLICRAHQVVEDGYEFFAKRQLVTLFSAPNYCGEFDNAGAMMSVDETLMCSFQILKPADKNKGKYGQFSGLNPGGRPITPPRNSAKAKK
HCV core dimer = HCV core protein dimerization inhibition. inhibition, % at 5 µM. 300,000 compounds, 0.33% hits. TR-FRET GST/Flag-core106 dimerization, 1536-well;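 active = inhibition above the mean of all tested compounds plus 3 SD, set per screening campaign, cut at about 45% in these data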
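Assay system: tagged HCV core106 pair (GST and Flag); medium: KF-containing HEPES buffer, pH 7.45, DTT, CHAPS, BSA; also added: Eu donor and XL665 acceptor anti-tag antibodies; dosing: 5 µM single dose; timing: compound-protein-antibody incubation 4 h at 22.5 °C; signal: TR-FRET 671 and 617 nm emission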
Efflux pump mplx = blocks antifungal efflux pumps in multiplex yeast assay; 330,000 compounds, 0.44% hits; inhibition, % at 10 µM; S. cerevisiae Candida pump triplex, Nile Red efflux; AID 485275;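 active = plate passing quality check with inhibition over a set limit, or well fluorescence over plate mean plus 4 SD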;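 note: Nile Red retained in pooled yeast measured as flow cytometry median fluorescence; 0% = buffer negative control and 100% = Enniatin B positive control; higher means more Nile Red kept so more efflux inhibition; some compounds called inactive have numbers as strong as hits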
Starred values were filed as active, the others as inactive; . = not tested or not shown.

entry	molecule	PREPL inh	EBNA-1 inhibitor	PP5 primary	CTSL1 counter	TPT1 inhibitor
1	CCOC(=O)N/N=C\C=C\c1ccc2c(c1)OCO2	5	8	0.8	4	2
2	CCOCCCNC(=S)Nc1ccc(Br)cc1Cl	-1	4	2.2	0	3
3	CCCOc1cccc(NC(=O)OC2CCN(C)CC2)c1	11	-1	-1.6	-1	-1
4	O=C(O)CCC(=O)NNC(=O)CCC(=O)Nc1ccccc1	6	-9	1.4	2	-4
5	CC(=O)N1N=C(c2ccc(C)cc2)OC1c1ccc(C(C)C)cc1 (centres undefined)	-28	5	1.8	4	1
6	FC(F)(F)COc1ccc(-c2nnc(SCc3ccccc3)o2)cn1	7	-7	1.7	-5	-5
7	C=CCSc1nc(N)c2c3c(sc2n1)CN(C)CC3	27	-6	3.9	3	10
8	O=C(C1CCN(S(=O)(=O)N2CCC3(CC2)OCCO3)CC1)N1CCCCC1	11	2	-2.0	-4	-1
9	CCO[C@@H]1OC(C(=O)NCc2ccccc2)=C[C@H](c2ccc3c(c2)OCO3)[C@H]1CCCO	8	5	1.3	-2	0
10	COc1cc(/C=N/Nc2nn3cnnc3c3ccccc23)cc(OC)c1OC	21	-3	2.1	3	2
11	CCCCCCNC(=O)N[C@H](C(=O)NCCC[C@H]1CN2C(=NC[C@H]2C)N1CCC(c1ccccc1)c1ccccc1)C(C)O (some centres undefined)	21	-26	-0.6	-6	-2
12	COc1ccc(CN2CCNC(=O)C2CC(=O)NCCCn2cccn2)c(OC)c1 (centres undefined)	2	5	2.2	-2	3
13	COC(=O)[C@@]1(Cc2ccc(OC)cc2)[C@H]2c3cc(C(=O)N4CCCC4)n(CCO)c3C[C@H]2CN1C(=O)c1ccccc1	7	-3	3.0	1	0
14	O=C(c1noc2c1CCCC2)N1CCCC(N2CCN(c3ccccc3F)CC2)C1 (centres undefined)	7	-11	-6.4	1	1
15	CC(C)(C)c1ccc(COn2c(=O)c(-c3ccco3)[n+]([O-])c3ccccc32)cc1	24	-5	-2.8	12	-2

entry	ZTA DNA inh	PP1 inh	HCV core dimer	Efflux pump mplx
1	3	-3	-12	-0.1
2	5	-4	2	0.1
3	16	0	0	0.4
4	-6	-1	0	0.1
5	1	2	-5	-0.1
6	-23	-2	-5	-0.2
7	-3	7	2	0.5
8	7	-3	-7	0.1
9	13	3	8	0.2
10	16	-10	1	0.0
11	-3	1	-13	.
12	14	-2	-1	0.2
13	10	1	14	-0.1
14	-3	-9	-2	0.1
15	-13	6	13	0.0

Structural class: the compounds so far with an aryl thioether with sulfur outside any ring
entry	molecule	PREPL inh	EBNA-1 inhibitor	PP5 primary	CTSL1 counter	TPT1 inhibitor
6	FC(F)(F)COc1ccc(-c2nnc(SCc3ccccc3)o2)cn1	7	-7	1.7	-5	-5
7	C=CCSc1nc(N)c2c3c(sc2n1)CN(C)CC3	27	-6	3.9	3	10

entry	ZTA DNA inh	PP1 inh	HCV core dimer	Efflux pump mplx
6	-23	-2	-5	-0.2
7	-3	7	2	0.5

Some entries already given, showing only TPT1 inhibitor, ZTA DNA inh and PREPL inh:
cpd | mol | TPT1 inhibitor | ZTA DNA inh | PREPL inh
5 | CC(=O)N1N=C(c2ccc(C)cc2)OC1c1ccc(C(C)C)cc1 (centres undefined) | 1 | 1 | -28
6 | FC(F)(F)COc1ccc(-c2nnc(SCc3ccccc3)o2)cn1 | -5 | -23 | 7
7 | C=CCSc1nc(N)c2c3c(sc2n1)CN(C)CC3 | 10 | -3 | 27

Next part:
entry	molecule	PREPL inh	EBNA-1 inhibitor	PP5 primary	CTSL1 counter	TPT1 inhibitor
16	CC(=O)Oc1ccccc1N(C(C)=O)S(=O)(=O)c1ccc(C)cc1	4	0	1.1	-14	8
17	O=C(Nc1ccccc1Cl)N1CCN(c2ccc3nncn3n2)CC1	0	-1	0.3	8	0
18	Cc1ccc(C)c(S(=O)(=O)N2CCN(C(=O)Cc3ccc(S(=O)(=O)N4CCOCC4)s3)CC2)c1	9	1	0.7	3	1
19	CS(=O)(=O)N(CC(=O)NCc1ccc2c(c1)OCO2)Cc1ccc(Cl)cc1	-15	-2	1.8	-1	-3
20	CCOc1cc(/C=C\[N+](=O)[O-])ccc1OCC(=O)Nc1ccccc1C	2	-2	-1.3	-2	-3
21	Cc1cc(C)c2sc(N)nc2c1	10	-5	3.4	-4	1
22	COC(=O)C1=C(CS(=O)(=O)c2ccc(OC)c(OC)c2)NC(=O)NC1c1ccc(O)c(OC)c1 (centres undefined)	19	-3	1.6	0	-4
23	CN(C)S(=O)(=O)c1ccc(C(=O)Nc2cccc(C(=O)O)c2)cc1	-2	-4	0.2	1	2
24	COc1ccccc1/C=C/C(=O)OCC(=O)c1c(N)n(C)c(=O)n(C)c1=O	6	48*	5.0	-2	1
25	COc1ccc(NC(=O)NN2CCOCC2)cc1OC	-1	-8	1.4	9	-1
26	COCCNC(=O)c1cn(C)c2ccccc2c1=O	-3	-1	-1.7	3	1
27	COc1cccc(C(=O)Nc2cccc(OC(C)=O)c2)c1	17	3	3.9	-25	2
28	CCOc1ccc(NC(=O)CSc2nnc(Cc3cccn3C)n2-c2ccc(OC)cc2)cc1	18	-10	3.5	-6	0
29	Cc1cc(C)c(S(=O)(=O)Nc2cccc(S(=O)(=O)N3CCOCC3)c2)c(C)c1	-4	-1	-1.5	-4	-5
30	C=C(C)C1CC=C(C)/C(=N/NC(=O)CCC(=O)Nc2ccccc2Cl)C1 (centres undefined)	3	-13	-0.1	7	-2

entry	ZTA DNA inh	PP1 inh	HCV core dimer	Efflux pump mplx
16	-12	-4	-2	-0.1
17	10	-3	-1	0.1
18	8	-5	5	0.1
19	1	0	-5	0.0
20	-20	0	24	-0.1
21	-4	-4	4	0.0
22	-12	-1	-14	0.0
23	14	-1	-4	0.0
24	-4	-3	3	0.1
25	-2	-2	-1	0.0
26	-8	3	1	0.0
27	0	-4	2	0.2
28	-9	-1	1	0.0
29	13	-1	4	-0.1
30	0	1	-19	0.2

Additional structures follow:
entry	molecule	PREPL inh	EBNA-1 inhibitor	PP5 primary	CTSL1 counter	TPT1 inhibitor
31	CSc1ccc(C2C(C(=O)c3ccco3)=C(O)C(=O)N2c2nnc(SC)s2)cc1 (centres undefined)	-7	3	-1.3	-2	-19
32	COC(=O)c1ccc(N2CCN(C(C)=O)CC2)c(NC(=O)c2cccnc2)c1	1	6	-1.4	2	-2
33	O=C(N/N=C/c1cn(-c2ccccc2)nc1-c1cccnc1)c1ccccc1	-25	0	0.1	2	2
34	Cc1cc(NC(=O)CSc2nc3c(c(=O)n(C)c(=O)n3C)n2C(C)C)no1	13	-6	0.2	7	0
35	O=[N+]([O-])c1cc(-n2cnnn2)ccc1N1CCC(Cc2ccccc2)CC1	37	-2	3.3	3	2
36	COc1cccc(CNC(=O)C(=O)NCCC2CCCCN2S(=O)(=O)c2ccccc2)c1 (centres undefined)	-25	9	1.4	1	-2
37	Nc1ccccc1-c1nc2ccccc2s1	15	-1	2.9	4	-3
38	CCN(CC)CCCNc1ncnc2ccccc12	-8	-4	-0.7	0	-5
39	CC(C)(C)NC(=O)CCc1ncc(C(F)(F)F)cc1Cl	10	-8	2.2	-3	4
40	COc1ccc(N2CCN(C(=O)c3ccc(OCC4CCCO4)cc3)CC2)cc1 (centres undefined)	12	-5	0.9	0	1
41	c1cncc(Cc2cc3ccccc3[nH]2)c1	19	5	-1.5	-1	-5
42	Cc1ccc(OCCn2cccn2)c(C)c1	2	-1	4.1	1	0
43	COc1ccc(NS(=O)(=O)c2cccc3nsnc23)cc1Cl	1	-7	0.5	2	0
44	CC(C)(NC(=O)N1CCOCC1)c1cccc(C(C)(C)NC(=O)N2CCOCC2)c1	0	8	0.3	1	4
45	COc1ccc(-c2ccc(SCC(=O)N3CCCC3)nn2)cc1OC	7	7	1.6	0	-2

entry	ZTA DNA inh	PP1 inh	HCV core dimer	Efflux pump mplx
31	4	20*	28	0.1
32	15	-4	2	-0.1
33	6	-1	3	-0.1
34	8	-3	-1	0.0
35	1	13	10	0.0
36	3	-2	6	-0.2
37	-11	-5	-1	-0.1
38	-5	0	2	0.1
39	4	2	3	0.1
40	-1	5	7	0.2
41	9	-3	2	0.0
42	4	-2	-5	-0.2
43	-3	0	7	0.1
44	6	-2	4	-0.1
45	6	3	-1	0.2

Later entries:
entry	molecule	PREPL inh	EBNA-1 inhibitor	PP5 primary	CTSL1 counter	TPT1 inhibitor
46	Cc1cccc(-c2oc3ccc(-c4ccc5c(c4)OCO5)cc3c2C#Cc2cncn2C)c1	17	.	0.2	.	.
47	COc1ccc(C)cc1NC(=O)CC(O)(C(F)(F)F)C(F)(F)F	10	4	-0.1	1	-5
48	COC(=O)c1ccc(NC(=S)NCCc2ccccc2C)cc1	1	10	2.6	3	0
49	O=C(CSc1nnc(SCc2ccccc2Cl)s1)N/N=C/c1ccc(C(=O)O)cc1	-36	7	4.2	5	-2
50	Cc1ccc(Oc2ccc(OCC(=O)NC(C)C(=O)O)cc2)cc1 (centres undefined)	-10	6	2.5	-1	2
51	Cc1ccc(/C=C2\SC(=S)N(CCC(=O)N3CCOCC3)C2=O)cc1	27	-5	-4.4	-1	-2
52	CC(=O)Nc1ccc(S(=O)(=O)NC2CC(=O)N(c3ccc(C)c(C)c3)C2)cc1 (centres undefined)	-14	-3	0.8	8	-2
53	CC1CCN(C(c2ccc(N(C)C)cc2)c2nnnn2C(C)(C)C)CC1 (centres undefined)	11	0	-1.4	4	-3
54	CC(C)=C(NC(=O)c1ccccc1)C(=O)NC(Cc1ccccc1)C(=O)O (centres undefined)	1	-8	1.5	-7	2
55	CCc1ccc(OCC2c3cc(OC)c(OC)cc3CCN2C(=S)NC)cc1 (centres undefined)	9	0	4.2	3	3
56	N#Cc1cccnc1Oc1ccccc1	7	-3	-0.9	-6	-3

entry	ZTA DNA inh	PP1 inh	HCV core dimer	Efflux pump mplx
46	7	-1	.	0.8
47	-21	1	-4	-0.2
48	15	1	3	-0.2
49	16	7	1	0.1
50	9	0	0	-0.1
51	0	-10	-6	1.0
52	-3	-1	2	0.0
53	-23	-1	6	0.0
54	-17	6	-4	-0.2
55	-5	1	5	-0.3
56	-10	1	-1	0.0

Three compounds out of the list above, arranged by their value in PREPL inh, high to low.
nr | compound | PREPL inh | EBNA-1 inhibitor | PP5 primary | TPT1 inhibitor | HCV core dimer | Efflux pump mplx
51 | Cc1ccc(/C=C2\SC(=S)N(CCC(=O)N3CCOCC3)C2=O)cc1 | 27 | -5 | -4.4 | -2 | -6 | 1.0
54 | CC(C)=C(NC(=O)c1ccccc1)C(=O)NC(Cc1ccccc1)C(=O)O (centres undefined) | 1 | -8 | 1.5 | 2 | -4 | -0.2
50 | Cc1ccc(Oc2ccc(OCC(=O)NC(C)C(=O)O)cc2)cc1 (centres undefined) | -10 | 6 | 2.5 | 2 | 0 | -0.1

High-throughput results: PubChem BioAssay, several laboratories

An excerpt; count on the stated rates, not on these rows.
